# Source: PubChem (Johns Hopkins Ion Channel Center)
# KCNQ2 inh: KCNQ2 potassium channel inhibitors, primary screen, cell-based, CHO-K1, FluxOR thallium flux, B-score (AID 2156); B-score at 10 µM; 20 min; hits give low values; actives 1.1% (n = 310,000);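 active = fluorescence ratio B-score at most minus 3 library SDs, with starting brightness B-score within 2 library SDs, cut at about -5.5 in these data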
# Kir21 block: inhibitors of mouse Kir2.1 inward-rectifier potassium channel; HEK293-Kir2.1, FluxOR thallium flux fluorescence; hits give low values; B-score at 10 µM; actives 0.85% (n = 310,000); Inward rectifier potassium channel 2 (Mus musculus), P35561;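 active = fluorescence ratio B-score at or below minus 3 SD of library scores, with starting-brightness B-score within 2 SD, cut at about -4.2 in these data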;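 note: channel flux triggered by added potassium and thallium sulfate stimulus; B-score of peak minus minimum fluorescence over baseline after thallium stimulus; more negative B-score means stronger Kir2.1 block with less thallium influx; some compounds called inactive have numbers as strong as hits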
# Target sequence (P35561 whole entry, looked up): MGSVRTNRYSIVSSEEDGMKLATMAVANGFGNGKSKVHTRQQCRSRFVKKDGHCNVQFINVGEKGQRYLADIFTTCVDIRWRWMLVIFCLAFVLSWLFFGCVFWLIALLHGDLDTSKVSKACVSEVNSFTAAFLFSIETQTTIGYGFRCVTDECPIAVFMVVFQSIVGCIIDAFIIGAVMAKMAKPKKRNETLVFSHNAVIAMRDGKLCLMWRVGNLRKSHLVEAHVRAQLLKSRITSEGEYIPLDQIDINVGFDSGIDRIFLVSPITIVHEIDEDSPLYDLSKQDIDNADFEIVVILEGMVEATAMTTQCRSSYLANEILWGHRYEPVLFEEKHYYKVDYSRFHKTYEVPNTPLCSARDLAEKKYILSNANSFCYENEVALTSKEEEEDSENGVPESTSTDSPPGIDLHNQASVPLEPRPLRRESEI
# Numbers without * were called inactive; i = inactive.
KCNQ2 inh,Kir21 block,canonical_smiles
i,-0.42,COc1ccccc1N(C(=O)c1snc(C(N)=O)c1N)C(C(=O)NCCC(C)C)c1ccco1 (stereo unspecified)
i,-0.26,O=C1CCc2ccccc2N1
i,-0.1,COc1ccc(CCNC(=O)c2ccc(CSc3ccccc3)o2)cc1
i,-0.21,O=C(O)c1ccc2c(=O)n3c(nc2c1)/C(=C/c1ccc(Cl)c([N+](=O)[O-])c1)CC3
i,0.39,CCOc1ccc(-c2nn(-c3ccccc3)cc2/C=C2\SC(=S)N(C3CCS(=O)(=O)C3)C2=O)cc1 (stereo unspecified)
i,-0.44,CCC(C)(C(=O)NC1CCCCC1)N(C(=O)CC1NC(=O)NC1=O)c1c(C)n(C)n(-c2ccccc2)c1=O (stereo unspecified)
i,-0.64,Cc1ccc2nc(SCCC#N)nc(C)c2c1
i,0.88,Cc1ccc(S(=O)(=O)Nc2ccc(S(=O)(=O)N3CCOCC3)cc2)cc1
i,-0.02,CSc1ncccc1C(=O)OCC(=O)NCc1ccc2c(c1)OCO2
i,-0.4,COc1ccc(C(=O)NCCSCc2ccc(C)cc2)cc1
i,-1.91,Cn1c(SCc2nc3ccccc3s2)nnc1-c1cccs1
i,-0.28,Clc1cccc2sc(-c3nnc(-c4ccccc4)o3)c(Cl)c12

# An excerpt from above in order of length of the SMILES, smallest number first.
KCNQ2 inh,Kir21 block,canonical_smiles
i,-0.26,O=C1CCc2ccccc2N1
i,-1.91,Cn1c(SCc2nc3ccccc3s2)nnc1-c1cccs1
i,-0.02,CSc1ncccc1C(=O)OCC(=O)NCc1ccc2c(c1)OCO2
i,0.88,Cc1ccc(S(=O)(=O)Nc2ccc(S(=O)(=O)N3CCOCC3)cc2)cc1
i,-0.42,COc1ccccc1N(C(=O)c1snc(C(N)=O)c1N)C(C(=O)NCCC(C)C)c1ccco1 (stereo unspecified)
i,0.39,CCOc1ccc(-c2nn(-c3ccccc3)cc2/C=C2\SC(=S)N(C3CCS(=O)(=O)C3)C2=O)cc1 (stereo unspecified)
i,-0.44,CCC(C)(C(=O)NC1CCCCC1)N(C(=O)CC1NC(=O)NC1=O)c1c(C)n(C)n(-c2ccccc2)c1=O (stereo unspecified)

# (list continues)
KCNQ2 inh,Kir21 block,canonical_smiles
i,-1.77,CCCCCn1c(CN2CCN(Cc3ccccc3)CC2)nc2c1c(=O)[nH]c(=O)n2C
i,1.53,Cc1cc(C(=O)Nc2ccccc2C(=O)N2CCCCC2)ccc1[N+](=O)[O-]
i,-0.24,CC1Cc2ccccc2N1c1ncnc(N)c1[N+](=O)[O-] (stereo unspecified)
i,0.72,O=C(Cc1c(F)c(F)c(F)c(F)c1F)Nc1nc(-c2ccccc2)cs1
i,0.42,CC(Sc1nnc(Cc2cccs2)n1C1CCCCC1)C(N)=O (stereo unspecified)
i,0.53,Nc1nc(-c2ccc3c(c2)NC(=O)CO3)cs1
i,-1.31,Cc1ccc(NC(=O)CC2S/C(=N/N=C/c3c[nH]c4ccccc34)NC2=O)cc1 (stereo unspecified)
i,-0.23,CCc1ccc(N2CC(C(=O)N/N=C/c3ccccc3OC)CC2=O)cc1 (stereo unspecified)
i,0.66,O=C(CSc1nnc(COc2ccc(Br)cc2)o1)N1CCOCC1
i,0.22,COc1ccc(-c2nc3ccccc3c(=O)n2CCOc2ccc(C)cc2C)cc1
i,-1.05,CC(=O)N1N=C(c2ccc(Br)cc2)CC1c1cn(C)c2ccccc12 (stereo unspecified)
i,-2.54,Oc1ccccc1N=Cc1c(O)ccc2ccccc12
i,0.18,Cc1ccc(OCCSc2nc(NC(C)C)nc(NC(C)C)n2)cc1
i,0.27,CCN(C(=O)CSc1ncccc1C(=O)O)C1CCCCC1
i,-0.12,CCc1ccc2nc(N(CCN(C)C)C(=O)c3ccc4ncsc4c3)sc2c1
i,2.15,CN1CCN(CCNC(=O)Nc2ccc([N+](=O)[O-])cc2)CC1
-6.97*,-3.31,CN(CC1CCCN(CCc2cccc(C(F)(F)F)c2)C1)C(=O)c1cc2ccccc2o1 (stereo unspecified)
i,0.09,COc1ccccc1C(=O)NCCc1nc2ccccc2[nH]1
i,-0.4,CCc1cc2ccc(OC)cc2nc1SCC(=O)Nc1cc(C)on1
i,2.06,N#Cc1ccc(N2Cc3ccccc3C2=NC(=O)c2cccnc2Cl)cc1
i,0.04,Cc1ccccc1C(=O)NNC(=O)CSc1nc(-c2ccccc2)cc(=O)[nH]1
i,0.02,CCOc1ccc(NC(=O)Cn2cc(C(C)=O)c3ccccc32)cc1
i,-0.07,Cc1ccc(C(=O)NCCNC(=O)c2ccc(C)o2)o1
i,0.66,CCCCn1c(NC(=S)Nc2ccccc2)nc2ccccc21

# Pulled one by one from the entries so far, 2 records:
KCNQ2 inh,Kir21 block,canonical_smiles
i,0.09,COc1ccccc1C(=O)NCCc1nc2ccccc2[nH]1
i,-0.4,CCc1cc2ccc(OC)cc2nc1SCC(=O)Nc1cc(C)on1

# (further entries)
KCNQ2 inh,Kir21 block,canonical_smiles
i,-0.08,O=C(COC(=O)c1ccc2[nH]c3c(c2c1)CCCC3)NC1CCS(=O)(=O)C1 (stereo unspecified)
i,-0.62,Cc1ccc(S(=O)(=O)N2CCN(S(C)(=O)=O)C2)cc1
i,2.3,CNC(=O)c1cc(C(=O)c2c(Cl)cccc2Cl)c[nH]1
i,1.05,CC(=O)OCC(=O)[C@H]1CC[C@H]2[C@@H]3CC=C4C[C@@H](O)CC[C@]4(C)[C@H]3CC[C@]12C
i,-0.21,COC(C(=O)NCc1ccc(C)cc1)c1ccccc1 (stereo unspecified)
i,0.72,CN(C)C(=O)c1ccccc1-c1ccccc1
i,1.05,FC(F)Sc1ccc(N=C2NN=C(c3ccc4c(c3)OCCO4)CS2)cc1
i,0.1,COc1cc(/C(C)=N/N2CCN(c3ccccc3OC)CC2)ccc1O
i,0.15,Clc1ccc(-c2nc(Cc3ccccc3Cl)no2)cc1
i,0.7,Cc1ccc(Nc2nc(N)nc(-c3oc4ccccc4c3C)n2)cc1
i,0.77,CCOC(=O)CN1N=C(/C=C/c2ccc(OC)cc2)CCC1=O
i,0.49,Cc1cccn2c(CN(C)C3CCOC3)c(C(=O)N3CCCCC3)nc12 (stereo unspecified)
i,2.5,CCc1ccc(N2CCN(CCNC(=O)Nc3ccc(OC)cc3)CC2)cc1
i,0.2,O=C(COC(=O)C1Cc2ccccc2CN1C(=O)c1ccccc1)Nc1ccc(SC(F)F)cc1 (stereo unspecified)
i,-0.53,CCOC(=O)C(NCCc1ccccc1F)(NC(=O)CC)C(F)(F)F (stereo unspecified)
i,-1.44,O=C(CCn1c(=O)c2sccc2n(CC(=O)NCc2ccco2)c1=O)NCc1ccccc1
i,1.03,O=C(Nc1nnc(-c2ccco2)o1)c1ccc2ccccc2c1
i,-1.41,Cc1cc(C(=O)OCC(=O)N2CCOCC2)c2ccccc2n1
i,1.3,Cc1ccc(-c2nn3nnnc3c3ccccc23)cc1C
i,0.75,CC1CCN(C(=O)C2CCN(c3nnc(-n4cccc4)s3)CC2)CC1
i,-1.22,CCOC(=O)c1sc(N/N=C/c2cc(Br)c(O)c(OC)c2)nc1C
i,-1.4,COc1ccccc1NS(=O)(=O)c1cccc(C(=O)N2CCN(C/C=C/c3ccccc3)CC2)c1
i,-2.81,CCOc1ccc(CCNC(=O)COC(=O)c2cc([N+](=O)[O-])ccc2N2CCOCC2)cc1OCC
i,0.14,Cc1cc(NC(=O)c2cc(-c3ccc(Br)cc3)on2)no1
i,-0.02,COc1cc(NC(=S)NC(=O)c2ccc(C(C)(C)C)cc2)ccc1NC(=O)c1cccs1
i,0.23,Cc1noc(C)c1COc1ccc(C(=O)OCC(=O)c2ccc3c(c2)OCCO3)cc1
i,-0.88,O=C(CC(Nc1ccc(F)cc1)C(=O)OCC(=O)c1cccs1)c1ccccc1 (stereo unspecified)
i,0.06,CCOC(=O)CSc1ccc(S(=O)(=O)N2CCC(C)CC2)cc1[N+](=O)[O-]
i,-1.03,Cc1oc2ccc(OS(C)(=O)=O)cc2c1C(=O)OC(C)C
i,1.66,CCc1nc2nc(C)c(NS(=O)(=O)c3ccc(Br)s3)c(=O)n2[nH]1
i,-0.25,COc1ccc2cc([C@H](C)C(=O)O)ccc2c1
i,-0.65,CC(C)(C)c1cc2nc3c(c(=O)n2[nH]1)CN(Cc1ccccc1)C3=O
i,-0.05,CC(C)CCNC(=O)CCCC1=NS(=O)(=O)c2ccccc2N1
i,0.88,O=C(Nc1ccc(NC(=O)c2ccco2)nc1)c1ccccn1
i,-0.51,C=CCSc1nc(-c2ccc3c(c2)OCO3)cc(C(F)(F)F)c1C#N
i,-0.65,CCOc1ccc(NC(=O)CN(C)C(=O)c2cccnc2SC)cc1OCC
i,-0.02,CNC(=O)c1cccc(NC(=O)CCCNC(=O)c2ccc(Cl)cc2)c1
i,0.71,Cc1cccc(NC(=O)CN2C(=O)N/C(=C/c3cc(C)n(-c4ccncc4)c3C)C2=O)c1
i,-1.54,O=C(COC(=O)Cc1ccc(Br)cc1)NCc1ccc(F)cc1
i,0.51,Cc1cc(NC(=O)c2ccc(F)cc2)n(-c2ccccn2)n1
i,-1.77,CC1=C(C(=O)Nc2ccccc2)C(c2ccccc2)N2C(=O)CSC2=N1 (stereo unspecified)
i,-1.11,Cc1nc(S(=O)(=O)Nc2ccc3c(c2)OCCO3)cn1C
i,1.16,CCN1CCN(CCNC(=O)C2CCN(Cc3nc(-c4ccc(Cl)cc4)oc3C)CC2)CC1
i,-0.25,Cc1nn(-c2ccccc2)c(C)c1NC(=O)Cc1cccs1
i,0.15,O=C(Cc1cccs1)Nc1nnc(SCC(=O)N2CCCCC2)s1
i,0.82,CCC(C)C(=O)Nc1ccc([N+](=O)[O-])cc1OC (stereo unspecified)
i,0.2,Cc1ccc(P(=O)(CO)c2ccc(C)cc2)cc1
i,1.25,N#Cc1cc([N+](=O)[O-])ccc1NC(=O)COC(=O)C1CC2CCCC(C1)C2=O (stereo unspecified)
i,-0.42,COc1cccc(C2NC(=O)NC(C)=C2C(=O)Nc2ccc(C)cc2)c1 (stereo unspecified)
i,-1.09,Cc1ccc(CN2CC(C(=O)NCC(=O)Nc3c(C)cccc3C)CC2=O)cc1 (stereo unspecified)
i,0.87,Cn1c(=O)c2sccc2n2c(CCCC(=O)NC3CCN(Cc4ccccc4)CC3)nnc12
i,-1.19,Cc1ccc(NC(=O)Cn2cccc2)cc1C
i,0.22,COc1ccc(CC(=O)NCC(=O)NCc2cc(=O)n(C)c(=O)n2C)cc1
i,0.32,Cc1cc(N2CCN(C)CC2)nc2ccc(NC(=O)c3ccc(Br)o3)cc12
i,-5.84*,CC(Sc1nc2ccccc2s1)C(=O)NC1CCCc2ccccc21 (stereo unspecified)
i,-0.07,Cc1ccc(C(=O)N/C(=C\c2ccc(-c3ccc(Br)cc3)o2)C(=O)NC2CCS(=O)(=O)C2)cc1 (stereo unspecified)
i,0.31,CCOc1ccc(NC(=O)C(=O)NCCCn2ccnc2)cc1
i,-2.07,Cc1ccc(-n2c(C)cc(C3=NNC(=NC4CC4)SC3)c2C)cc1C
i,-1.38,COc1ccc(S(=O)(=O)Nc2nnc(CC(C)(C)C)s2)cc1
i,1.77,C=CCNC(=O)C1(c2ccccc2)CC1(Cl)Cl (stereo unspecified)

# Profiles, looked up by structure. Values in the order: KCNQ2 inh, Kir21 block
# COc1cccc(C2NC(=O)NC(C)=C2C(=O)Nc2ccc(C)cc2)c1 (stereo unspecified) as listed: i, -0.42
# C=CCNC(=O)C1(c2ccccc2)CC1(Cl)Cl (stereo unspecified) as listed: i, 1.77

# (more compounds)
KCNQ2 inh,Kir21 block,canonical_smiles
i,-0.75,CC(=O)c1sc2nc(-c3ccc(C)cc3)c3c(c2c1N)CCCC3
i,0.6,O=C(CCn1nnnc1CN1CCOCC1)N1CCC(c2ccccc2Cl)C1 (stereo unspecified)
i,-1.4,Cc1cccc(N2CCN(C(=O)c3ccccc3OCc3c(C)noc3C)CC2)c1C
i,0.34,O=C(NCC(c1ccco1)N1CCCC1)c1cccc(S(=O)(=O)Nc2ccc(Br)cc2)c1 (stereo unspecified)
i,-1.45,COC(=O)Oc1ccc(/C=C/C(=O)OC(C)C)cc1OC(=O)OC
i,-0.63,CCOc1ccc(OCC(=O)OC(C)C(=O)Nc2ccc(Cl)cn2)cc1 (stereo unspecified)
i,-0.44,CC(C)(C)c1ccc(C(=O)NCC(=O)NNC(=O)c2ccccc2O)cc1
i,-0.02,Cc1cc(OCc2cc(C(=O)N(Cc3nccn3C)C(C)C)no2)cc(C)c1Cl
i,-2.32,COc1ccc(C2=NOC3(CC(=O)N(c4ccc(Cl)cc4)C3=O)C2)c(OC)c1 (stereo unspecified)
i,-0.05,COCCCNC(=S)NCCCNc1nc2cc3c(cc2cc1C#N)OCO3
i,-2.95,COc1ccc(C(C[N+](=O)[O-])c2c(C)cc3ccccn23)c(OC)c1 (stereo unspecified)
i,0.07,O=C(Nc1ccccc1O)c1ccc([N+](=O)[O-])cc1
i,1.04,O=C(NCCc1c[nH]c2ccccc12)c1cnc2n(c1=O)CCS2
i,-0.03,Fc1ccc(C(c2nnnn2C2CCCCC2)N2CCCC2)cc1 (stereo unspecified)
i,0.13,CC1=C(C(=O)OCc2ccccc2)C(c2ccc(Cl)cc2)NC(=O)N1CCCCCC(=O)O (stereo unspecified)
i,0.6,CCC(C)[C@H](NC(=O)CCn1nnc2ccccc2c1=O)C(=O)O (stereo partly specified)
i,-0.68,Nc1n[nH]c2cc(=O)n(-c3ccc(Cl)cc3)nc12
i,0.17,O=C(NNc1ccc(C(F)(F)F)cc1[N+](=O)[O-])c1ccc(NS(=O)(=O)c2ccc(F)cc2)cc1
i,-0.34,CCOC(=O)C1(Cc2cccc(OC)c2)CCCN(Cc2cc(OC)c(O)c(OC)c2)C1 (stereo unspecified)

# Compounds were not picked by outcome; overall some 1.9% were active at least once.
